# DRD3 agonist: activates the human D3 dopamine receptor; P35462; D3R DiscoveRx beta-arrestin cells, luminescence, 90 min; max activation, %; 410,000 tested, 0.58% active; in the data active = max activation above about 30%; also: 0% is about no effect; mostly tested at two doses, the higher about 12 µM
# Target sequence (P35462 whole entry, looked up): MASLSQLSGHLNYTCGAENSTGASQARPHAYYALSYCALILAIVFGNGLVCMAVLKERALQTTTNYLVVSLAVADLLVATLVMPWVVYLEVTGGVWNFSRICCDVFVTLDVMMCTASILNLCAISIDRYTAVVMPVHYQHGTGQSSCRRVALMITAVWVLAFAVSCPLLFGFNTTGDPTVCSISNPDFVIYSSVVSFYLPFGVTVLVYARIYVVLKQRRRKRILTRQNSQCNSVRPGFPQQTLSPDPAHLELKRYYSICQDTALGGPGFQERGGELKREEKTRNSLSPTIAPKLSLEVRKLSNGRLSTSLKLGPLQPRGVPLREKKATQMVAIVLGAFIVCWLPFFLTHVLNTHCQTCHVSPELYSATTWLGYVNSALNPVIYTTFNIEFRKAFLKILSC
#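 Cells at 1500/well, incubated overnight, then treated with pinned compounds (dopamine as control) for 90 min at 37 degrees C. DiscoveRx reagent added for 30 - 60 minutes at room temperature; luminescence read.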
# KB-V1 cytotox: KB-V1 MDR subline cytotoxicity; 400,000 tested, 3.4% active; Potency, µM (titrated, usually from 46.1 µM), inactives show at the top dose activity change, negative = cytotoxicity, hits mostly cytotoxic; KB-V1 MDR cells viability, CellTiter-Glo, 72 h; also: potency is read from the fitted curve at half-maximal effect; % is scaled to controls: 0 for no effect and ±100 for the full control effect; nearly all actives have a fitted effect of over 60% in size
#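 Readout: CellTiter-Glo luminescence, 10 min after addition. Cells: KB-V1 MDR subline, 72 h at 37 degrees C with compound. Analysis: corrected, normalized data fitted to concentration-effect curves.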
# aSyn rescue: rescues yeast growth from alpha-synuclein toxicity | Yeast expressing alpha-synuclein, growth rescue, BacTiter-Glo, 24 h | Potency, µM (highest dose often 46.1 µM), without a hit: at the top dose growth rescue (activation), most hits filed as activators | 370,000 tested, 0.14% active; also: potency is read from the fitted curve at half-maximal effect; % of control where 0% means no effect; nearly all actives have a fitted effect of over 65% in size
#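 Readout is rescue of growth in alpha-synuclein-expressing yeast, so inhibitors of toxicity appear as activators. Growth after 24 hr at 30 deg C in galactose medium is quantified by luminescence.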
# PTHR1 agonist: PTHR1 (human) receptor agonism | HEK293 GP2 PTHR1 cells, GloSensor cAMP luminescence, 1 h | Potency, µM (series often up to 115 µM), without a hit: at the top dose activation, usual class: activators | 410,000 tested, 0.075% active | AID 743266; also: potency is read from the fitted curve at half-maximal effect; nearly all actives have a fitted effect of over 55% in size; some results filed as inactive show a strong effect at the top dose; inactives centre near -15; many of its hits are not listed in these tables
#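 HEK-293-derived GP2 cells expressing PTHR1 and a GloSensor cAMP reporter, 3,000/well, plated overnight, given luciferin plus IBMX (each 0.5 mM as added) for 1 h at 37 °C, then compound for 1 h at 37 °C. Luminescence was read after 15 min at room temperature.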
# D3 antag: D3 dopamine receptor (human) antagonism | max response, negative = inhibition, % | 360,000 tested, 2.5% active | D3R cells, DiscoveRx beta-arrestin luminescence, antagonist mode; active compounds read low | AID 652054 | P35462; in the data active = max response below about -50%; inconclusive = no clear call, values can overlap the other calls; also: % is scaled to controls: 0 for no effect and ±100 for the full control effect; mostly tested at two doses, the higher about 12 µM
#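 Cells plated overnight at 1500 cells/well, then exposed to library compounds with dopamine controls for 90 minutes at 37 degrees C. DiscoveRx reagent added for 30–60 minutes at room temperature; luminescence read, quantitative HTS format.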
# TDP-43 yeast inh: rescues yeast growth from TDP-43 toxicity. TDP-43 expressing yeast growth rescue, BacTiter-Glo, 24 h. Potency, µM (top dose mostly 46.1 µM), without a hit: top-dose growth rescue (activation), actives largely listed as activators. 410,000 tested, 1.8% active. AID 652104; also: potency is read from the fitted curve at half-maximal effect; % of control where 0% means no effect; nearly all actives have a fitted effect of over 50% in size
#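 Yeast expressing TDP-43 (pregrown in raffinose, seeded at OD600=0.02 in galactose medium) exposed to compounds 24 hr at 30 deg C. Growth read by BacTiter-Glo luminescence; rescue of toxicity appears as increased signal.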
# GLP1R ag: GLP-1 receptor (human) agonism. AID 624172. Potency, µM (top dose mostly 45.6 µM), for the others: at the highest dose activation, most hits filed as activators. 380,000 tested, 0.007% active. HEK293 GLP-1R CRE-luciferase, luminescence, 4-6 h; cells express a hypersensitive GLP-1R form; also: potency is read from the fitted curve at half-maximal effect; % of control where 0% means no effect
# Target sequence (P43220 whole entry, looked up): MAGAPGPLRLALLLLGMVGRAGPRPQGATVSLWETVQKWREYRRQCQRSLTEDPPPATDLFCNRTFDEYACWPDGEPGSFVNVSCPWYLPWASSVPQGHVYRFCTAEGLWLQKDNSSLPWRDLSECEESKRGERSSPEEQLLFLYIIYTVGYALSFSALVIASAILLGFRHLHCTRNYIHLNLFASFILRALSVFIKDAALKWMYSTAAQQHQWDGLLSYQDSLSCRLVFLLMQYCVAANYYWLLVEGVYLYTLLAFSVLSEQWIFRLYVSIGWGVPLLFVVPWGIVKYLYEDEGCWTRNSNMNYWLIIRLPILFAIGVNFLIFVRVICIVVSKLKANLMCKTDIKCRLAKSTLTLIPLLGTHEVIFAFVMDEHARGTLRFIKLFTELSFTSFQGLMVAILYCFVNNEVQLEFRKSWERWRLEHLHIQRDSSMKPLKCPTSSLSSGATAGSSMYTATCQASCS
# GLP1R cytotox: cytotoxic in the GLP-1 receptor inverse agonist counter-screen; HEK293 cAMP-luciferase reporter cells, luminescence, 24 h; Potency, µM (titrated, usually from 38.3 µM), for inactives: top-dose activity change, negative = inhibition, hits mostly inhibitors; 410,000 tested, 0.13% active;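 also: loss of luciferase light is scored as toxicity; potency is read from the fitted curve at half-maximal effect; % is scaled to controls: 0 for no effect and ±100 for the full control effect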
#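 Seeding density was 200 cells/uL; after overnight-length (12 h) culture, 23 nL compounds went on for 24 h at 37 °C. Readout used a luciferase detection reagent, luminescence taken after 12 min at room temperature.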
# GLP-1R inv ag: GLP-1 receptor (human) inverse agonism | AID 624417 | Potency, µM (doses to about 38.3 µM), inactives show at the top dose activity change, negative = inhibition, hits mostly inhibitors | 410,000 tested, 1.6% active | HEK293 GLP-1R CRE-luciferase, luminescence, 24 h; GLP-1R form is constitutively active | P43220; also: potency is read from the fitted curve at half-maximal effect; % is scaled to controls: 0 for no effect and ±100 for the full control effect; nearly all actives have a fitted effect of over 55% in size
#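 Inverse agonism was detected as reduced cAMP-driven luciferase luminescence after 24 h compound treatment. The cells were HEK293 clones expressing constitutively active human GLP-1R with the reporter. Reporter-only and GPR119 cell lines served as counterscreen controls.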
# Starred values were filed as active, the others as inactive; i = inactive; ? = inconclusive; nt = not tested or not shown; & = joins results of further samples; [ ] = dose if it differs, or a comment. Unless noted, calls follow the shape of the dose curve; as a rule, active = well fitted curve in the direction sought with a large enough effect; inconclusive = small, poorly fitted or top-dose-only effect, or another doubt; inactive = no such curve, though single readings can be large; an effect the other way counts as inactive or inconclusive. These rows are one share of the data; the hit share may differ from the screen's.
Molecule,GLP1R cytotox,PTHR1 agonist,KB-V1 cytotox,aSyn rescue,D3 antag,GLP1R ag,GLP-1R inv ag,TDP-43 yeast inh,DRD3 agonist
CCN(CC)c1cc(-c2ccccc2)ncn1,9%,-13%,?,0%,-14,11%,51%[activator],-2%,-22
S=C(NCC1CCCO1)Nc1ccc(Cl)c(Cl)c1 (stereo not drawn),?,-49%[inhibitor],-2%,-7%,-9,-7%,?,19%,-3
CC(=O)Nc1ccc(N2C(=O)CCC2=O)cc1C,-7%,-5%[57.5 µM],1%,?,5,-1%,0%,-19%,0
C=C1C(C(=O)N2CCN(C)CC2)C1C(=O)N1CCN(C)CC1 (stereo not drawn),-4%,-5%[57.5 µM],10%,-1%,-4,1%,0%,-10%,9
CC1(C(=O)NS(=O)(=O)Cc2cccc(Cl)c2)CCN1C(=O)C1(c2ccc(Cl)cc2)CCC1 (stereo not drawn),1%,-17%,-7%,-27%,-24,-7%,?,-72%[inhibitor],0
COc1cccc(N2CCN(C(=O)Cn3ncc4c3-c3ccccc3OC4)CC2)c1,1%,-12%,18%,nt,nt,nt,-20%,0%,5
COc1ccc(-c2nn(-c3ccccc3)cc2C(=O)N(C)CC(=O)Nc2ccc(N3CCOCC3)cc2)cc1,-1%,-10%,-24%,4%,3,0%,-11%,15%,-5
CCCCCn1c(CN2CCN(c3cccc(Cl)c3)CC2)nc2c1c(=O)n(C)c(=O)n2C,-2%,i,?,-3%,-9,5%,?,?,1
CC1CN(C(=O)C2CCCCC2)C(C)CN1C(=O)C1CCCCC1 (stereo not drawn),-10%,-9%[57.5 µM],-13%,5%,-4,3%,1%,24%,3
CCOc1ccc(N2CC(C(=O)Nc3ccccc3N3CCCC3)CC2=O)cc1 (stereo not drawn),2%,10%,-70%,-2%,2,9%,-25%,-14%,-14
C/C(=N\NC(=O)CCC(=O)Nc1ccc(C)c(C)c1)C1CC1,2%,-20%,0%,-5%,2,4%,4%,15%,-1
C=CCC1NS(=O)(=O)OCC1C(C)C (stereo not drawn),20%,23%,-17%,-5%,-8,-2%,7%,-19%,-20
CCCCn1c(SCC(=O)N2CCN(c3ccccc3)CC2)nc2ccsc2c1=O,-28%,i,8.2µM*,13%,0,2%,-16%,?,35*
Cc1ccccc1Cn1ccc(-c2ccc(Cl)cc2)c(C#N)c1=O,-6%,i,13%,1%,8,-8%,5%,-10%,-7
COc1cccc(CN2C(=O)c3ccccc3Sc3ccc(C(=O)OCc4ccco4)cc32)c1,3%,i,?,0%,nt,9%,-5%,0%,-1
CCCCn1c(C23CC4CC(CC(C4)C2)C3)n[nH]c1=S,-6%,i,-6%,-12%,-11,-11%,7.1µM*,?,-3
Cc1ccc(C)c(N2CCN(C(c3ccc(N(C)C)cc3)c3nnnn3C(C)(C)C)CC2)c1 (stereo not drawn),0%,i,-13%,1%,13,-12%,-8%,4%,-1
O=C1/C(=C/c2ccc(O)cc2)COc2ccccc21,-16%,-91%,-18%,-7%,-19,-1%,-16%,0%,-10
OCCN(CCO)c1cc2c3ccccc3ccc2c2ccccc12,-3%,-10%,-6%,3%,-17,13%,10µM*,?,5
CCc1ccc(C(=O)c2cn(CC(=O)Nc3ccc4c(c3)OCO4)c3ccc(Cl)cc3c2=O)cc1,3%,-21%,8%,nt,nt,0%,8%,10%,5
Cc1noc(NS(=O)(=O)c2ccc(NC(=O)CSc3n[nH]c(-c4ccccc4)n3)cc2)c1C,-5%,i,24%,2%,?,-8%,3%,11%,0
CCCN(CC1CC1)c1cc2c(c3c1ccn3C)C1CCC2O1 (stereo not drawn),4%,i,6%,-7%,?,9%,?,?,-15
O=C(NC1CCCC1)C(c1ccccc1F)N(C(=O)c1csnn1)C1CC1 (stereo not drawn),-8%,i,1%,-5%,-7,9%,-16%,-9%,3
Cc1ccc(C)c(OC(=O)c2cccnc2Cl)c1C,8%,-1%,-19%,9%,-10,12%,?,26%,-1
COc1cccc(C(=O)Oc2ccc(/C=N/NC(=O)c3ccncc3)cc2OC)c1,-1%,-30%,?,-7%,-5,11%,8%,4%,-11
COc1ccc(C(c2nnnn2C2CCCC2)N2CCC(C)CC2)c(OC)c1 (stereo not drawn),-7%,-29%,?,3%,?,6%,10µM*,12%,6
CCN(C(=O)CSc1nnc(C)n1Cc1ccccc1)C1CCS(=O)(=O)C1 (stereo not drawn),-1%,15%,1%,-3%,-8,1%,1%,-23%,0
COc1ccccc1NC(=O)C(C)OC(=O)CC1CCCCC1 (stereo not drawn),9%,-16%,9%,0%,3,16%,?,27%,6
O=C(O)c1c[nH]c2c([N+](=O)[O-])cccc2c1=O,-2%,-18%,?,-4%,-19,-14%,-2%,11%,3
COC(=O)C[C@H]1CC[C@@H](NC(=O)c2ccncc2)[C@@H](CO)O1,-5%,i,-3%,-2%,-12,nt,22%,7%,-7
C#CCn1cc2c(c1-c1ccccc1)c(=O)n(C)c(=O)n2C,2%,-34%[inhibitor],2%,9%,28,3%,71%[activator],19%,11
COc1cccc(CNS(=O)(=O)c2c(C(=O)N3CCCCCC3)c(C)n(C)c2C)c1,-2%,i,?,4%,-2,5%,-12%,4%,-7
CCCS(=O)(=O)c1nc(S(=O)(=O)c2ccc(C)cc2)c(NCCN2CCOCC2)s1,2%,-2%[57.5 µM],-19%,-3%,-29,0%,7%,-10%,-11
CN(CC(=O)Nc1ccc(F)cc1)c1ccc(S(=O)(=O)N2CCCC2)cn1,5%[7.66 µM],-10%,?,9%,10,1%,18%[7.66 µM],-15%,6
Nc1sccc1C(=O)c1ccc(Cl)cc1,7%,-41%[inhibitor],-20%,7%,-10,3%,?,7%,-1
COc1ccc(-n2c(=O)cc(N3CCCCCC3)[nH]c2=O)cc1,5%,i,-3%,2%,10,-1%,23%,11%,3
COc1ccc(Cn2nnnc2C(c2cc3cccc(C)c3[nH]c2=O)N2CCOCC2)cc1 (stereo not drawn),-2%,-11%[57.5 µM],?,5%,10,-11%,9%,-23%,-11
CCOC(=O)c1[nH]c(C)c(C(=O)OCC(=O)NCc2ccc(OC)cc2)c1C,-11%,i,?,5%[1.84 µM],11,1%,6%,12%,-2
Cc1cc(C(=O)NCCc2ccc(Cl)cc2)n(-c2ccccc2)n1,-14%,-19%,-12%,14%,-19,7%,-36%,-14%,-1
Cn1nc(C(C)(C)C)c([N+](=O)[O-])c1C(N)=O,2%,-23%,10%,4%,-5,6%,-8%,-8%[1.82 µM],-16

# Looked up by compound from the entries so far (2):
Molecule,GLP1R cytotox,PTHR1 agonist,KB-V1 cytotox,aSyn rescue,D3 antag,GLP1R ag,GLP-1R inv ag,TDP-43 yeast inh,DRD3 agonist
CCCN(CC1CC1)c1cc2c(c3c1ccn3C)C1CCC2O1 (stereo not drawn),4%,i,6%,-7%,?,9%,?,?,-15
Cc1cc(C(=O)NCCc2ccc(Cl)cc2)n(-c2ccccc2)n1,-14%,-19%,-12%,14%,-19,7%,-36%,-14%,-1

# Remaining list, next part
Molecule,GLP1R cytotox,PTHR1 agonist,KB-V1 cytotox,aSyn rescue,D3 antag,GLP1R ag,GLP-1R inv ag,TDP-43 yeast inh,DRD3 agonist
O=C(CCC(=O)N1CCN(Cc2ccc(F)cc2)CC1)Nc1nnc(C2CCCCC2)s1,-14%,-32%[inhibitor],-6%,-3%,0,0%,-16%,11%,3
Cc1ccc(CN(c2ccc(C(=O)NCc3ccccn3)cc2)S(C)(=O)=O)cc1,7%,i,-6%,6%,-16,10%,-3%,-17%,3
CCN(CC)S(=O)(=O)c1cccc(NC(=O)CN(C)C2CCCCC2)c1,0%,-5%,?,0%,-2,9%,?,-18%,-7
Cc1c(C(=O)O)sc2ncnc(N3CCCCC3C)c12 (stereo not drawn),8%,i,8%,9%,-14,-5%,-7%,15%,-3
O=C(Nc1nccs1)c1ccc(N2CCOCC2)c([N+](=O)[O-])c1,-25%,-13%,nt,1%,-5,15%,11%,23%,-10
CC(Sc1nc(-c2ccccc2)cc(C(F)(F)F)n1)C(=O)NCc1ccco1 (stereo not drawn),9%,-6%,-30%,-1%,1,0%,?,5%,-4
COc1ccc(OC)c(/C=N/NC2=NS(=O)(=O)c3ccccc32)c1,2%,i,0%,0%,4,-1%,6%,24%,-1
COc1cc(CNS(=O)(=O)CCl)cc(OC)c1OC,1%,-16%,0%&-4%,-2%,4,-3%,10%,15%,-1
CN(C(=O)CO/N=C/c1ccc(OC(F)F)cc1)C1CCS(=O)(=O)C1 (stereo not drawn),-7%,i,?,2%,5,4%,-12%,-4%,-2
Cc1ccc(C(=O)COC(=O)CN2C(=O)C3CC=CCC3C2=O)cc1[N+](=O)[O-] (stereo not drawn),0%,0%,0%,2%,-14,-2%,23%,3%,-5
C=CCN(CC(=O)Nc1c(C)cccc1CC)C(=O)SCCC,2%,i,-16%,-8%,25,1%,?,-10%,-8
COc1ccc(OCC(=O)N/N=C2/C=C(C)CC2)cc1,-20%,-1%,4%,2%,5,5%,5%,-9%,2
CCOC(=O)C1=C(C)N(c2ccc(C)c(C)c2)C(=O)/C1=C\c1ccco1,-6%,-13%,-2%,8%,13,-7%,-2%,-1%,-21
CCOC(=O)c1cccc(NC(=O)N2CCC(CN3CCCCCC3)CC2)c1,0%,?,nt,nt,nt,nt,14%,1%,-15
COc1cc(C(=O)NCCCC2CCCC2)ccc1OC1CCN(C(C)=O)CC1,13%,-10%,nt,-2%,-14,10%,-27%,-13%,-10
Cc1cccc(-n2ccnc2CN2CCN(C3CCCC3)C(CCO)C2)c1 (stereo not drawn),3%,-3%,-7%,2%,5,2%,14%,10%,8
